Screening data: PubChem BioAssay, several laboratories
Dynein cargo inh: blocks dynein driven cargo transport along microtubules | 3617.4 mouse cells, GR-EGFP nuclear translocation imaging; test concentration mostly 20 µM; stimulated with dexamethasone, 1 µM; stronger effect = lower value | z-score, hits read low | 220,000 compounds, 0.47% hits | AID 1381;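 active = plate z-score of nuclear minus cytoplasmic receptor signal below a set negative limit, without overly bright fluorescence or cell loss, cut at about -3.5 in these data, passing the limit was not always enough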;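 also: z-score of nuclear minus cytoplasmic ring GR-EGFP intensity difference per well; some compounds called inactive have numbers as strong as hits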
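Also added – dexamethasone, 1.0 µM final · Buffer or medium – tet-free, stripped-serum medium · Schedule – induction 48 h, compound 1 h, agonist 30 min · Detection – formaldehyde fixation, Hoechst nuclear stain, 10x automated fluorescence imaging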
Insulin prom up: MIN6 insulin promoter up-regulation; MIN6 insulin promoter-GFP reporter, high-content imaging; stronger effect = higher value; z-score at 5 µM; 190,000 compounds, 0.3% hits; AID 1625;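 active = z-score above 3 at 5 µM with at least 500 cells counted in the well; inconclusive = wells under 500 cells, flagged as cytotoxic or low count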
MT stabilizer: stabilizes microtubules in HeLa cells; % tubulin-high responders, % at 10 µM; 200,000 compounds, 0.83% hits; HeLa tubulin immunostaining HCS, 24 h; share of cells brighter than vehicle mean+2SD; AID 2205;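 active = plate Z-score above 3 for both tubulin-high and condensed-nucleus cell shares, with cell loss under 80%, at 10 µM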;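 also: anti alpha tubulin signal scored within the nucleus-defined area of each cell; some results filed as inactive read as strong as hits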
Autophagy HCS: modulators of autophagy | AID 463193 | MEF GFP-LC3 puncta imaging; test concentration mostly 10 µM | 190,000 compounds, 0.98% hits | calls only at 10 µM (by protocol);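 active = percentage of spot-positive cells more than 3 SD above its plate mean, without a fluorescence outlier flag or 80% toxicity; inconclusive = no clear call, values can overlap the other calls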;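 also: spot-positive cell cutoff set from DMSO-treated cells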
CSM14.1 death rescue: protection against thapsigargin-triggered cell killing – 384-well, CSM14.1, ATP luminescence, primary screen (AID 1222) | cellular ATP content (survival), % at 20 µM; hits with a dose series show EC50 in µM | 190,000 tested, under 10 active | CSM14.1 thapsigargin-induced death rescue, ATP luminescence; higher % means a stronger effect;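 active = EC50 below 50 µM in the dose-response confirmation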;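 also: death triggered by thapsigargin at about 15 µM added after 2 h compound pretreatment; cell ATP read after overnight thapsigargin exposure of roughly 18 to 22 hours; normalized against plate controls of thapsigargin alone and 5% DMSO vehicle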
M17LAP inhibition: P. falciparum M17LAP inhibitors, primary screen, biochemical, fluorogenic H-Leu-NHMec substrate, 1536-well (AID 1619). recombinant M17LAP, H-Leu-NHMec fluorogenic kinetic assay; higher % means a stronger effect. inhibition, % at 30 µM, or IC50 in µM where a hit was titrated. 220,000 compounds, 0.38% hits;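 active = compound inhibiting the enzyme by more than half at any dose during confirmatory dose-response retesting; inconclusive = strong single-dose inhibitors picked by rank but not retested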;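 also: plate controls were full reaction with DMSO carrier for no effect and no enzyme background for full effect; strong numbers were not always called active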
UTI89 phage lysis: protection from phage-mediated lysis, alamar blue read-out – E. coli UTI89, K1F phage, bacterial capsule biogenesis inhibitors (AID 488966); E. coli UTI89 K1F phage lysis, alamar blue, 2 h; higher % means a stronger effect; one-dose inhibition, % at 100 µM; IC50 in µM for titrated hits; 340,000 compounds, 0.02% hits;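 active = phage lysis inhibition, versus mean bacterial control, above a set limit; inconclusive = no clear call, values can overlap the other calls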;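 also: capsule biogenesis inhibitors block K1F phage lysis so surviving cells raise fluorescence; higher fluorescence means more inhibition of phage lysis; actives were called in the ten point dose series up to 300 µM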
P. falciparum M1AAP: P. falciparum M1AAP inhibitors, biochemical, fluorogenic H-Leu-NHMec substrate, 1536-well (AID 1445). recombinant M1AAP, H-Leu-NHMec fluorogenic kinetic assay; higher % means a stronger effect. one-dose inhibition, % at 30 µM; IC50 in µM for titrated hits. 220,000 compounds, 0.42% hits;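 active = primary inhibition above the hit cutoff, then over 50% inhibition at one or more dose response concentrations, cut at about 23% in these data, passing the limit was not always enough; inconclusive = conflicting primary data, or primary hits not chosen for dose response; inactive = low primary inhibition, or under 50% at every dose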;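 also: plate controls were DMSO full reaction for no effect and no enzyme background for full effect; strong numbers were not always called active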
b-catenin transl: alters nuclear translocation of beta-catenin in HeLa cells; immunofluorescence imaging; nuclear translocation activity, % at 5 µM; 190,000 compounds, 0.3% hits; AID 1665;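 active = nuclear translocation activity above 50% at 5 µM, with a well cell count of 50 or more; inconclusive = wells under 50 cells across six images, flagged as toxic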;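 also: per-cell ratio of nuclear to cytoplasmic median beta-catenin stain intensity; plate controls were DMSO negative control for no effect and GSK-3 inhibitor IX positive control for full effect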
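test system = HeLa cells, endogenous beta-catenin | dosing = single 5 µM dose plus 0.02–20 µM confirmation series | times = compound treatment 24 h, 37°C, 5% CO2 | technique = beta-catenin immunofluorescence imaging with DAPI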
Dynein cargo inh cytoplasmic EGFP: further read-out of Dynein cargo inh, marked with its call; z-score; measured here: cytoplasmic GR-EGFP intensity; stronger effect = higher value
Dynein cargo inh nuclear GR-EGFP: also measured in Dynein cargo inh; calls as there; z-score; measured here: nuclear GR-EGFP intensity;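 lower value marks the stronger effect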
Dynein cargo inh cell count: further read-out of Dynein cargo inh, marked with its call; z-score; measured here: cell count per field
Insulin prom up cell count: further read-out of Insulin prom up, marked with its call; cell count; measured here: cytotoxicity, nuclei count;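 total cells summed across four imaged fields per well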
b-catenin transl cell count 5 µM: also measured in b-catenin transl; calls as there; cell count; measured here: cell count, cytotoxicity flag
MT stabilizer Hoechst-high %: further read-out of MT stabilizer, marked with its call; % Hoechst-high responders; measured here: nuclear condensation Hoechst responders;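 share of cells brighter than vehicle mean plus two SD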
MT stabilizer cytotoxicity %: also measured in MT stabilizer; calls as there; toxicity, %; measured here: cytotoxicity by cell density;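 0% = mean cell density of plate MIN control wells and 100% = no cells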
Autophagy HCS cell loss 18 h: second read-out of Autophagy HCS, no call of its own (marks repeat the call); toxicity, %; measured here: cell loss, nuclei count;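 cell loss after 18 h compound exposure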
* = called active by the depositor; i = inactive; ? = inconclusive; · = no result given; + = active, no number; [ ] = remark or other dose.

SMILES | Dynein cargo inh | Dynein cargo inh cytoplasmic EGFP | Dynein cargo inh nuclear GR-EGFP | Dynein cargo inh cell count | Insulin prom up | Insulin prom up cell count | MT stabilizer | MT stabilizer Hoechst-high % | MT stabilizer cytotoxicity % | Autophagy HCS | Autophagy HCS cell loss 18 h | CSM14.1 death rescue | M17LAP inhibition | UTI89 phage lysis | P. falciparum M1AAP | b-catenin transl | b-catenin transl cell count 5 µM
c1nc(N2CCCCCC2)c2[nH]cnc2n1 | 0.36 | -0.19 | 0.38 | 0.23 | 0.32 | 2085 | 4.0 | 2.4 | 0.6 | i | -5 | · | -10% | 0.5% | -4% | -4.1 | 1058
CC(=O)Nc1ccc(C2C(=O)c3ccccc3C2=O)cc1 | -1.1 | -0.26 | -0.56 | 1.6 | -0.28 | 988 | · | · | · | · | · | · | -2% | 0.0% | 2% | 0.6 | 1377
Cc1cc(-c2n[nH]c(=S)n2Cc2ccco2)n(C)n1 | 0.13 | -0.24 | 0.18 | 0.58 | 0.05 | 1511 | 4.0 | 2.4 | 6.3 | i | -3 | -2.9% | -4% | 1.1%[50 µM] | 0% | 0.3 | 1007
C/C(=N\O)c1cc(Cl)ccc1O | -0.37 | -0.28 | -0.19 | 0.49 | -0.65 | 1381 | · | · | · | · | · | · | -10% | 0.4% | 2% | 0.3 | 1253
CCOc1ccc(C(=O)NCC(=O)OCc2cc(C(C)=O)ccc2OC)cc1 | -1.1 | 0.067 | -0.49 | -0.82 | 0.24 | 1397 | 3.8 | 1.3 | 6.3 | i | -1 | -0.1% | 3% | -0.1% | 4% | -2.2 | 1152
CC(C)(C)NS(=O)(=O)c1ccc2nc(NC(=O)c3ccc(N4C(=O)CCC4=O)cc3)sc2c1 | -0.43 | -0.2 | 0.1 | 0.26 | 0.12 | 1197 | 1.8 | 5.1 | 7.1 | i | 2 | · | -1% | 0.2% | 0% | -0.4 | 1138
CCCn1c(C)cc(C(=O)COc2ccc(-c3nnco3)cc2)c1C | 0.84 | -0.054 | 0.088 | -1 | -0.57 | 846 | 3.6 | 2.3 | 4.8 | i | 18 | -0.7% | 21% | 0.2% | 3% | -1.2 | 998
O=C(Cc1cccs1)NNC(=S)NC(=O)c1ccco1 | 0.77 | -0.17 | 0.31 | -0.4 | -0.46 | 1187 | 2.1 | 1.9 | 6.3 | i | 10 | 0.5% | 55% | 5.6% | -13% | 1.3 | 1134
N#Cc1ccc(/C=C/C(=O)c2ccccc2)cc1 | -2 | 0.036 | -0.89 | -0.015 | 1.1 | 1378 | · | · | · | · | · | · | -1% | 0.2% | 2% | -0.6 | 993
COc1ccc(C(=O)/C=C2\Sc3ccccc3N2C)cc1 | -0.17 | -0.27 | -0.57 | 0.76 | 0 | 1456 | 1.6 | 1.0 | 2.9 | i | -17 | 0.0% | 11% | · | 10% | 0.3 | 1546
CC(=O)NNC1=Nc2ccccc2N(C)C(C)C1 (stereo unspecified) | -0.61 | -0.17 | -0.42 | -0.13 | 0.44 | 1496 | 5.3 | 2.1 | 4.5 | i | 3 | 1.3% | 0% | 1.7%[50 µM] | 5% | · | ·
COc1ccc(-n2c(C)cc(C(=O)CSc3nnc(-c4cccs4)o3)c2C)cc1 | 1.1 | -0.22 | 0.7 | 0.67 | ? | · | 2.2 | 2.0 | 8.9 | i | -3 | 19% | 12% | 0.8% | -1% | -5.7 | 1009
CCn1c(CNC(=O)Cc2ccc(OC)cc2)nnc1SCC(=O)NC1CCCCC1 | -0.55 | -0.22 | -0.42 | 0.62 | 1.6 | 974 | 2.6 | 1.3 | 7.1 | i | -2 | -1.3% | 15% | -0.2% | 12% | · | ·
CN1CCN/C1=C(/C(Cl)=C(Cl)Cl)[N+](=O)[O-] | -0.77 | -0.25 | -0.36 | 0.41 | 0.07 | 1271 | 3.2 | 3.3 | 5.7 | i | -1 | -1.2% | 3% | -1.6% | 2% | 0.8 | 1069
CCC(=O)Nc1ccccc1C(=O)OCC(=O)Nc1ccc(S(N)(=O)=O)cc1 | 2.9 | 0.38 | 3 | -3.5 | 0.23 | 1245 | 4.9 | 2.1 | 5.5 | i | 1 | -3.2% | 10% | 2.1% | 2% | · | ·
Cc1sc(-n2c(C)cc(C=O)c2C)c(C(=O)O)c1C | -0.68 | 0.082 | -0.12 | 0.41 | -1.1 | 935 | 2.3 | 1.7 | 5.6 | i | -13 | 0.8% | 6% | 0.9% | 8% | · | ·
CC(C)C(OC(=O)c1cccs1)C(=O)NCc1ccccc1 (stereo unspecified) | 1.8 | -0.021 | 1.1 | -1.8 | · | · | 2.9 | 2.0 | 2.6 | i | -9 | -0.9% | -15% | 0.4% | 7% | 0.9 | 1471
CC1(C)Cc2c(C#N)c(N3CCN(C(=O)c4ccccc4)CC3)nc(-c3ccco3)c2CS1 | -0.62 | 0.0049 | -0.3 | -0.079 | 0.63 | 1260 | 3.9 | 2.8 | 9.5 | i | -5 | 2.8% | 23% | 1.8% | 12% | 10 | 1016
NC(=O)c1c(N)sc(=S)n1-c1ccccc1 | -0.015 | -0.11 | -0.059 | 0.59 | 0.3 | 1318 | 1.7 | 1.0 | 6.9 | i | 1 | -0.8% | -1% | -0.9% | 4% | -5.0 | 1289
CCNCCOC(c1ccccc1)c1ccccc1 | -0.97 | 0.5 | -0.58 | 1.1 | · | · | 3.8 | 2.0 | 1.8 | i | -2 | -2.6% | -12% | 0.3% | 4% | -0.6 | 1162
COc1ccc(-c2nc(Cn3c(SCc4cccc(F)c4)nc4ccncc43)c(C)o2)cc1OC | 0.85 | -0.14 | 0.56 | -0.094 | 0.74 | 1713 | 3.7 | 3.1 | 9.3 | + | 5.9* | -0.9% | -4% | 4.8% | 7% | -2.5 | 1092
C/C(=C\C(=O)c1ccc(C)cc1)Nc1ccc(N2CCOCC2)cc1 | -0.3 | -0.28 | -0.23 | 0.97 | -0.24 | 1123 | 2.6 | 1.8 | 12 | i | 29 | 0.8% | -12% | · | 0% | -3.3 | 1031
CCOC(=O)c1cnc2c(C(F)(F)F)cccc2c1N1CCOCC1 | -0.89 | -0.19 | -1.1 | 0.5 | -1.4 | 1358 | 3.1 | 1.3 | 1.0 | i | -6 | -2.4% | 6% | 0.4% | 10% | 1.0 | 1182
O=C(Nc1ccccc1-c1nc2ccccc2s1)c1cccnc1Cl | 1.1 | -0.22 | 0.85 | -0.67 | -0.16 | 1206 | 3.1 | 2.9 | 1.0 | i | 13 | 0.3% | -1% | 0.2%[50 µM] | 12% | 3.2 | 832
COc1cc(CO)ccc1Oc1nnnn1-c1ccc(C(N)=O)cc1 | -0.79 | -0.17 | -0.27 | 0.8 | 0.62 | 728 | 1.4 | 1.5 | 5.9 | i | 0 | -2.4% | 3% | 9.4% | 2% | -3.8 | 965
The list goes on:
SMILES | Dynein cargo inh | Dynein cargo inh cytoplasmic EGFP | Dynein cargo inh nuclear GR-EGFP | Dynein cargo inh cell count | Insulin prom up | Insulin prom up cell count | MT stabilizer | MT stabilizer Hoechst-high % | MT stabilizer cytotoxicity % | Autophagy HCS | Autophagy HCS cell loss 18 h | CSM14.1 death rescue | M17LAP inhibition | UTI89 phage lysis | P. falciparum M1AAP | b-catenin transl | b-catenin transl cell count 5 µM
Clc1ccc(-c2nnc(-c3ccccc3)c(N3CCSCC3)n2)cc1 | -0.23 | -0.16 | 0.31 | 0.96 | -1.5 | 1510 | 2.1 | 2.2 | 11 | i | 24 | -1.2% | 22% | 0.2% | 15% | 0.4 | 1338
COc1ccccc1-n1cnnc1SCC(=O)NC1CCS(=O)(=O)C1 (stereo unspecified) | 0.3 | -0.21 | 0.3 | -0.82 | -0.21 | 1284 | 1.6 | 2.3 | 0.9 | i | 1 | -0.2% | 5% | 0.5% | -7% | -0.7 | 1116
COc1ccc2cc3c(N)nn(C(=O)c4cccc([N+](=O)[O-])c4)c3nc2c1 | -0.28 | -0.24 | -0.13 | 0.31 | 0.03 | 1280 | 1.7 | 2.5 | 7.9 | i | 6 | -2.5% | 0% | 1.1%[50 µM] | 5% | -0.2 | 1074
COc1ccccc1NC(=O)N1CCCC(c2nc3c(nnn3Cc3ccc(C)cc3)c(=O)[nH]2)C1 (stereo unspecified) | -0.57 | -0.24 | 0.053 | 1.4 | -1.9 | 1108 | 2.2 | 3.1 | 14 | i | -18 | -2.2% | 2% | 7.4% | -5% | -1.5 | 1178
NC(=O)c1ccc[n+](CCC[n+]2cccc(C(N)=O)c2)c1 | 0.33 | -0.38 | 0.44 | 1.1 | -0.84 | 1477 | 6.5 | 2.3 | 11 | i | 16 | -0.2% | 1% | -1.2% | 0% | -1.1 | 1140
COc1ccc(NC(=O)COc2cccnc2[N+](=O)[O-])cc1OC | 0.3 | -0.14 | 0.25 | -0.48 | 0.58 | 1655 | 5.2 | 1.7 | 0.4 | i | -4 | 0.1% | 11% | 0.1% | 4% | -4.8 | 1095
O=C(Nc1ccccc1C(=O)Nc1ccccn1)c1ccc([N+](=O)[O-])cc1 | -0.37 | 0.35 | 0.18 | 0.43 | -1.3 | 1207 | 6.7 | 2.2 | 2.8 | i | 14 | 2.7% | -1% | 0.5% | -3% | 1.7 | 1510

Random draw from the library; overall some 2.9% were active at least once.
